SR-BI HDL uptake = inhibitors of SR-BI mediated HDL lipid uptake, primary screen, ldlA[mSR-BI] cells, fluorescence, single point; inhibition, % at 12.5 µM; ldlA[mSR-BI] CHO cells, DiI-HDL uptake fluorescence, 3 h; Scavenger receptor class B member 1 (Mus musculus), Q61009; AID 488896, 2010; 0.96% of 320,000 active;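 active means mean replicate inhibition of at least 70% and a set share of replicates each scoring 70 or more; inconclusive means meets just one of the two criteria; inactive means fails both criteria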;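 further: 0% = median of neutral control wells and 100% = median of positive control wells; values of inactives mirror those of a sister screen read the other way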
V-ATPase pH = regulators of yeast V-ATPase proton pumping, primary screen, pHLuorin cytosolic pH fluorescence; S. cerevisiae; response, % at 10 µM; 0.37% of 350,000 active; AID 504577, 2011; in the data active means response mostly above about 7.3%, no sharp cut-off; inactive means mostly below about 5.4%; further: actives read high; inactives centre near 0; some compounds called inactive have numbers as strong as hits; reference of the scale not given here
HTR5A inv ctr = HTR5A inverse agonists in luminescence cell assay, primary screen, counter-screen for OPRM1-OPRD1 heterodimer inverse agonist project, full-deck HTS; HTR5A cell line, inverse agonism; inhibition, % at 9.3 µM; AID 504634, 2011; 0.083% of 340,000 active; in the data active means inhibition mostly above about 23%, no sharp cut-off; inactive means mostly below about 18%;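 further: 0% = cells with DMSO and 100% = no-cell wells with DMSO; some compounds called inactive have numbers as strong as hits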
PvdQ inh = P. aeruginosa PvdQ acylase inhibitors, primary screen, biochemical, fluorescence, plate reader and imaging, single point. purified PvdQ acylase. 0.063% of 340,000 active. inhibition, % at 10 µM. PvdQ acylase [Pseudomonas aeruginosa LESB58]; in the data active means inhibition above about 30%, passing the limit was not always enough; inconclusive means no clear call, values can overlap the other calls;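 further: 0% = vehicle neutral wells and 100% = reference inhibitor wells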
CDK5 p35 inh = inhibitors of human CDK5/p35 kinase, primary screen, biochemical, single concentration; inhibition, % at 10 µM; Cyclin-dependent kinase 5 (Homo sapiens) + Cyclin-dependent kinase 5 activator 1 (Homo …; Recombinant CDK5/p35, ADP-Glo luminescence, 60 min; 0.01% of 330,000 active; AID 488839, 2010;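 active means highest replicate inhibition of at least 50% and at least 75% of replicates reaching 50%; inconclusive means only one of the two criteria met; inactive means both criteria failed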;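 further: plate controls were DMSO neutral control for no effect and GW8510 at 10 µM for full effect; many of its hits are not listed in these tables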
dFosB activator = activators of delta FosB homodimer, primary screen, biochemical, fluorescence polarization, TAMRA-CDK5 oligo, single point | Protein FosB (Mus musculus), P13346 | purified delta FosB; percent of positive-control signal above neutral wells | activation, % at 25 µM | 0.99% of 340,000 active | AID 493131, 2011;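 active means mean activation above about 17%, with every replicate also reaching it, limit read from the data, passing the limit was not always enough; inconclusive means only one of the two conditions met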;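 further: fluorescence polarization rise as delta FosB binds a TAMRA Cdk5 AP-1 oligo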
Wnt bcat act = Wnt/beta-catenin pathway activators, primary screen, cell-based, plate reader, single point | activation, % at 9.35 µM | 1.2% of 300,000 active | Wnt/beta-catenin reporter cell assay, activator | AID 743398, 2014; in the data active means activation above about 30%, passing the limit was not always enough; inconclusive means no clear call, values can overlap the other calls;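 further: 0% = neutral control wells and 100% = positive control wells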
HTR5A ag = HTR5A agonists in luminescence cell assay, primary screen, counter-screen for OPRM1-OPRD1 heterodimer agonist project, full-deck HTS; 5-hydroxytryptamine receptor 5A (Homo sapiens), P47898; cell-based; AID 504692, 2011; activation, % at 9.3 µM; 0.61% of 340,000 active; in the data active means activation mostly above about 9.5%, no sharp cut-off; inactive means mostly below about 7.6%;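 further: 0% = cells with vehicle only and 100% = reference agonist; strong numbers were not always called active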
MITF act = activators of MITF-driven TRPM1 promoter reporter, primary screen, cell-based, SK-MEL-5, luciferase, single point. SK-MEL-5 TRPM1-promoter luciferase, 24 h; % of positive control, neutral wells = 0. activation, % at 12.5 µM. 0.75% of 300,000 active;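 active means mean activation of at least 80% with every replicate also reaching 80%; inconclusive means mean reaches 80% but some replicate falls short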;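 further: 0% = neutral control wells and 100% = parthenolide positive control wells; values of inactives mirror those of a sister screen read the other way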
NSD2 inh = NSD2 histone methyltransferase inhibitors, primary screen, biochemical, AlphaScreen, single concentration, set 2; NSD2 peptide methylation, 120 min; Histone-lysine N-methyltransferase NSD2 (Homo sapiens), O96028; inhibition, % at 12.5 µM; 0.54% of 310,000 active; AID 743445, 2014; in the data active means inhibition above about 50%
Target sequence (O96028 whole entry, looked up): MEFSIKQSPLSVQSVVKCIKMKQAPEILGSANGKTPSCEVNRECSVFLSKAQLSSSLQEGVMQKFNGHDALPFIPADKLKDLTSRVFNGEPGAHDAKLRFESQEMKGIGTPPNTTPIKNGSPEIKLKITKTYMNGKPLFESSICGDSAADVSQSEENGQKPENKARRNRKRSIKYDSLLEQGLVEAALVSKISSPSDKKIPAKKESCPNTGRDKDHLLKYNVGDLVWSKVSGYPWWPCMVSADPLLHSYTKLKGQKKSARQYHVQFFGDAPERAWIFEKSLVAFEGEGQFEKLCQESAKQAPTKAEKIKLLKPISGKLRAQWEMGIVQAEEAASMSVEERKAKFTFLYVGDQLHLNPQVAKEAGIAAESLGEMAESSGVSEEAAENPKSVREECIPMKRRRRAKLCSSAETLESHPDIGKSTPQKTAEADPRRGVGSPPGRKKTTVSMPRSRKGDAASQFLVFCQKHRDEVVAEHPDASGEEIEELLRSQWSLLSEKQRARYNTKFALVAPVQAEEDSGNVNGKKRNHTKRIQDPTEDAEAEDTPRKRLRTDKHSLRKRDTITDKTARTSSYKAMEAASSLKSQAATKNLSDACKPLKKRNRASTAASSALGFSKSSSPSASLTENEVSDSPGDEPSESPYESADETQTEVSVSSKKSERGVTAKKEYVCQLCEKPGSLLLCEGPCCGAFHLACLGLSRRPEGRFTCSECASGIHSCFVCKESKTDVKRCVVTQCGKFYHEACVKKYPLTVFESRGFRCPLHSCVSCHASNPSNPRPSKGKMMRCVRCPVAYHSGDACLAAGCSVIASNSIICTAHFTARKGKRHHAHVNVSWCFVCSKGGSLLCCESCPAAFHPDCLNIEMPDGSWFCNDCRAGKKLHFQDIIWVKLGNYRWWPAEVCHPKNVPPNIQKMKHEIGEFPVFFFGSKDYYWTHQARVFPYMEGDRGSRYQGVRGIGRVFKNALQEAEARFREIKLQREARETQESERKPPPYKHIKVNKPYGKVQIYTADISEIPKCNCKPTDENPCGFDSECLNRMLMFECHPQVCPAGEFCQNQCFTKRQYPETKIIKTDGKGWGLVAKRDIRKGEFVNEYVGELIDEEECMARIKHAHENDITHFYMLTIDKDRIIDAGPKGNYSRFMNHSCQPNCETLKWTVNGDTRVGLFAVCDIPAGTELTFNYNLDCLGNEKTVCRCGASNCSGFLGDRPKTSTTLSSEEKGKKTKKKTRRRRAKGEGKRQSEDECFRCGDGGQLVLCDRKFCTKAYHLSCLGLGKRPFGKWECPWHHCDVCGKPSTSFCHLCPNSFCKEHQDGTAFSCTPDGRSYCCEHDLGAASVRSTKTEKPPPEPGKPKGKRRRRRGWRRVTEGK
* = called active by the depositor. Not a hit list; 5% or so of the library scored in one or more.

COc1ccccc1/C=N/NC(=O)c1ccc(NC(=O)c2ccccc2Br)cc1 was read as SR-BI HDL uptake 43, V-ATPase pH 4, HTR5A inv ctr 15, PvdQ inh -2, CDK5 p35 inh -0.5, dFosB activator 3, Wnt bcat act 0, HTR5A ag -2, MITF act 1 and NSD2 inh 1.
`Cc1ccc(N2CC(=O)N(CC(=O)O)C2=O)cc1` gave SR-BI HDL uptake -5, V-ATPase pH -2, HTR5A inv ctr -12, PvdQ inh -6, CDK5 p35 inh 0.5, dFosB activator 6, Wnt bcat act 0, HTR5A ag -1, MITF act -10 and NSD2 inh -2.
COCCn1c(=O)[nH]c2cc(C(=O)NCC3CCCO3)ccc2c1=O (centres undefined) was read as SR-BI HDL uptake -29, V-ATPase pH 2, HTR5A inv ctr -5, PvdQ inh 10, CDK5 p35 inh 1.4, dFosB activator -5 and HTR5A ag 0.
Screening CC(=O)Nc1ccc(NC(=O)Cn2cnc3c(nnn3Cc3ccc(F)cc3)c2=O)cc1 returned SR-BI HDL uptake -15, V-ATPase pH 1, HTR5A inv ctr -5, PvdQ inh -2, CDK5 p35 inh -1.2, dFosB activator 10, Wnt bcat act -3, HTR5A ag 2, MITF act -9 and NSD2 inh -3.
Cc1c(C(=O)Nc2ccc(Br)cc2)cnn1C was read as SR-BI HDL uptake -12, V-ATPase pH 1, HTR5A inv ctr -13, PvdQ inh -13, CDK5 p35 inh 0.5, dFosB activator 2, Wnt bcat act 40*, HTR5A ag 4, MITF act 28 and NSD2 inh 1.
Screening CSc1nsc(/C=C/Nc2cccc(Cl)c2)c1C#N returned SR-BI HDL uptake 29, V-ATPase pH 13, HTR5A inv ctr -11, PvdQ inh -7, CDK5 p35 inh 0.4, dFosB activator -6, HTR5A ag 4, MITF act -21 and NSD2 inh -4.
For CC(NS(=O)(=O)c1ccc([N+](=O)[O-])cc1)C(=O)NN (centres undefined) the results were SR-BI HDL uptake -32, V-ATPase pH 0, HTR5A inv ctr 8, PvdQ inh -5, CDK5 p35 inh -1.0, dFosB activator 2, Wnt bcat act -2, HTR5A ag 8, MITF act -2 and NSD2 inh 0.
`O=C(CCc1nc(-c2ccccn2)no1)NCc1ccc2c(c1)OCO2` gave SR-BI HDL uptake -10, V-ATPase pH 0, HTR5A inv ctr 12, PvdQ inh -14, CDK5 p35 inh -1.0, dFosB activator -5, Wnt bcat act 1, HTR5A ag -5, MITF act -7 and NSD2 inh 0.
Cc1cc(OC(C)C(=O)Nc2cccnc2)ccc1Cl (centres undefined) was read as V-ATPase pH 6, HTR5A inv ctr -22, PvdQ inh -1, CDK5 p35 inh -0.4, dFosB activator -1, Wnt bcat act -3, HTR5A ag 8, MITF act 10 and NSD2 inh -1.
Screening O=C(NCc1ccco1)c1ccc(Cl)c(S(=O)(=O)N2CCc3ccccc32)c1 returned SR-BI HDL uptake 15, V-ATPase pH 1, HTR5A inv ctr -8, PvdQ inh 6, CDK5 p35 inh 0.7, dFosB activator -3, Wnt bcat act 0, HTR5A ag -1 and MITF act 1.
CC(C)(C)c1csc(NC(=O)Nc2ccccc2)n1 was read as SR-BI HDL uptake 38, V-ATPase pH -1, HTR5A inv ctr -10, PvdQ inh 10, CDK5 p35 inh 4.8, dFosB activator -6, Wnt bcat act -1, HTR5A ag 7, MITF act inconclusive and NSD2 inh -2.
Screening CC(C)(C)c1ccc(NC(=O)COC(=O)c2ccc([N+](=O)[O-])s2)cc1 returned SR-BI HDL uptake -33, V-ATPase pH 6, HTR5A inv ctr -6, PvdQ inh 3, CDK5 p35 inh 0.5, dFosB activator 1, Wnt bcat act 0, HTR5A ag 6, MITF act 12 and NSD2 inh 17.
Screening COc1ccc(CCCCCCOCc2ccccc2)cc1 returned SR-BI HDL uptake -21, V-ATPase pH -1, HTR5A inv ctr -20, PvdQ inh 1, CDK5 p35 inh 1.5, dFosB activator 0, Wnt bcat act 1, HTR5A ag 0 and MITF act -1.
Screening CCC(C)C(NS(=O)(=O)c1ccc(C)cc1)C(=O)NCCCN1CCOCC1 (centres undefined) returned SR-BI HDL uptake -2, V-ATPase pH -2, HTR5A inv ctr -6, PvdQ inh 0, CDK5 p35 inh -1.4, dFosB activator -2, Wnt bcat act 0, HTR5A ag -2, MITF act -8 and NSD2 inh 3.
For O=C(NNC(=O)C1[C@H]2CCCC[C@@H]12)Nc1cccc2ccccc12 (some centres undefined) the results were SR-BI HDL uptake -4, V-ATPase pH 2, HTR5A inv ctr -7, PvdQ inh -19, CDK5 p35 inh 1.7, dFosB activator -4, Wnt bcat act 1, HTR5A ag 5 and NSD2 inh 1.

Reprinted at random: 4 records from the list.
Screening CC(=O)Nc1ccc(NC(=O)Cn2cnc3c(nnn3Cc3ccc(F)cc3)c2=O)cc1 returned SR-BI HDL uptake -15, V-ATPase pH 1, HTR5A inv ctr -5, PvdQ inh -2, CDK5 p35 inh -1.2, dFosB activator 10, Wnt bcat act -3, HTR5A ag 2, MITF act -9 and NSD2 inh -3.
CC(C)(C)c1csc(NC(=O)Nc2ccccc2)n1 was read as SR-BI HDL uptake 38, V-ATPase pH -1, HTR5A inv ctr -10, PvdQ inh 10, CDK5 p35 inh 4.8, dFosB activator -6, Wnt bcat act -1, HTR5A ag 7, MITF act inconclusive and NSD2 inh -2.
`O=C(CCc1nc(-c2ccccn2)no1)NCc1ccc2c(c1)OCO2` gave SR-BI HDL uptake -10, V-ATPase pH 0, HTR5A inv ctr 12, PvdQ inh -14, CDK5 p35 inh -1.0, dFosB activator -5, Wnt bcat act 1, HTR5A ag -5, MITF act -7 and NSD2 inh 0.
Screening CC(C)(C)c1ccc(NC(=O)COC(=O)c2ccc([N+](=O)[O-])s2)cc1 returned SR-BI HDL uptake -33, V-ATPase pH 6, HTR5A inv ctr -6, PvdQ inh 3, CDK5 p35 inh 0.5, dFosB activator 1, Wnt bcat act 0, HTR5A ag 6, MITF act 12 and NSD2 inh 17.

Carrying on:
COc1cc(-c2nc(-c3ccccc3)c(-c3cccs3)[nH]2)cc(OC)c1O was read as SR-BI HDL uptake 36, V-ATPase pH 2, HTR5A inv ctr 5, PvdQ inh -10, CDK5 p35 inh -1.4, dFosB activator -4, HTR5A ag -1, MITF act -1 and NSD2 inh 4.
Screening COc1ccccc1C(=O)COC(=O)CCNS(=O)(=O)c1ccc(C)c(C)c1 returned SR-BI HDL uptake 0, V-ATPase pH 1, HTR5A inv ctr 2, PvdQ inh 10, CDK5 p35 inh -0.9, dFosB activator -12, Wnt bcat act -1, HTR5A ag 4, MITF act 8 and NSD2 inh -2.
COc1ccc(NC(=O)CCN2CCCC(C)C2)cc1 (centres undefined) was read as SR-BI HDL uptake -1, V-ATPase pH 0, HTR5A inv ctr 20, PvdQ inh 6, CDK5 p35 inh -0.3, dFosB activator 1, HTR5A ag -2, MITF act 4 and NSD2 inh 0.
`Cc1ccc(OCC(=O)NNC(=O)C2CCN(c3nc(C)cc(C)n3)CC2)cc1` gave SR-BI HDL uptake 45, V-ATPase pH 4, HTR5A inv ctr -10, PvdQ inh -13, CDK5 p35 inh 0.1, dFosB activator -6, HTR5A ag 1, MITF act -3 and NSD2 inh -1.
For Cc1ccc(CSc2nnc(-c3cccnc3)o2)cc1 the results were SR-BI HDL uptake -37, V-ATPase pH -3, HTR5A inv ctr -14, PvdQ inh -6, CDK5 p35 inh -0.8, dFosB activator -2, HTR5A ag 0 and NSD2 inh -7.
For O=[N+]([O-])/C=C\c1ccc(N2CCCC2)c(F)c1 the results were SR-BI HDL uptake 2, V-ATPase pH 2, HTR5A inv ctr 8, PvdQ inh -11, CDK5 p35 inh 0.1, dFosB activator -15, HTR5A ag -3, MITF act -92 and NSD2 inh -4.
`O=C(CN1CCOCCOCCN(CC(=O)Nc2ccccc2)CCOCC1)Nc1ccccc1` gave SR-BI HDL uptake -9, V-ATPase pH 0, HTR5A inv ctr -16, PvdQ inh -3, CDK5 p35 inh -0.5, dFosB activator -7, Wnt bcat act -5, HTR5A ag 0 and NSD2 inh 166*.
O=C1c2cccnc2C(O)N1Cc1cccs1 (centres undefined) was read as SR-BI HDL uptake -16, V-ATPase pH 2, HTR5A inv ctr 21, PvdQ inh -11, CDK5 p35 inh 0.2, dFosB activator -3, HTR5A ag 0, MITF act 3 and NSD2 inh 7.
For O=C(Nc1ncc(Cc2cccc(C(F)(F)F)c2)s1)C1CCCO1 (centres undefined) the results were V-ATPase pH -1, HTR5A inv ctr -33, PvdQ inh -8, CDK5 p35 inh -1.4, dFosB activator -16, Wnt bcat act 13, HTR5A ag 5, MITF act 36 and NSD2 inh 3.
Screening Cc1cc(C(=O)CSc2nc(N)cc(N)n2)c(C)n1CCc1ccc(F)cc1 returned SR-BI HDL uptake 53, V-ATPase pH -2, HTR5A inv ctr -8, PvdQ inh -5, CDK5 p35 inh -0.9, dFosB activator 2, Wnt bcat act 2, HTR5A ag 3, MITF act -15 and NSD2 inh -4.
`COC(=O)C1=C(O)/C(=C\c2ccc(OCC(=O)Nc3ccc(OC)cc3)cc2)N=C1C` gave SR-BI HDL uptake -5, V-ATPase pH -5, HTR5A inv ctr 15, PvdQ inh -17, CDK5 p35 inh 0.1, dFosB activator -1, Wnt bcat act 0, HTR5A ag 4, MITF act 6 and NSD2 inh 1.
For Cc1cc(NC(=O)CCSc2ccc(Cl)cc2)no1 the results were SR-BI HDL uptake -23, V-ATPase pH -1, HTR5A inv ctr 13, PvdQ inh -11, CDK5 p35 inh 1.1, dFosB activator -2, Wnt bcat act 0, HTR5A ag -5, MITF act 11 and NSD2 inh 13.
`COc1ccc(Cn2c3ccc(OC)cc3c3nc4ccccc4nc32)cc1` gave SR-BI HDL uptake -33, V-ATPase pH -2, HTR5A inv ctr 0, PvdQ inh -1, CDK5 p35 inh -0.8, dFosB activator 6, HTR5A ag 0, MITF act 2 and NSD2 inh 9.
Screening CCN(CC)S(=O)(=O)c1ccc(C)c(C)c1 returned SR-BI HDL uptake 11, V-ATPase pH -5, HTR5A inv ctr -3, PvdQ inh 8, CDK5 p35 inh -0.8, dFosB activator 2, Wnt bcat act -2, HTR5A ag -2 and NSD2 inh -4.
Screening O=C(CN1CCCN(S(=O)(=O)c2ccc(F)cc2)CC1)Nc1c(Cl)cccc1Cl returned SR-BI HDL uptake 7, V-ATPase pH 1, HTR5A inv ctr -5, PvdQ inh 9, CDK5 p35 inh 1.8, dFosB activator -10, Wnt bcat act -3, HTR5A ag 2, MITF act 0 and NSD2 inh -2.
